SENP7 block: SENP7 protease inhibitors, primary screen, biochemical, luminescence, uHTS. Sentrin-specific protease 7 (Homo sapiens), Q9BQF6. recombinant SENP7, Z-RLRGG-aminoluciferin luminescence, 40 min. inhibition, % at 5 µM. 330,000 compounds, 1.5% hits. AID 434973, 2010;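 active = inhibition above about 50% at the single test dose, limit read from the data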;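 note: plate controls were DMSO with enzyme for no effect and no enzyme buffer wells for full effect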
UBC13 polyUb: UBC13 polyubiquitin chain formation inhibitors, primary screen, biochemical, TR-FRET, uHTS | inhibition, % at 20 µM | 330,000 compounds, 0.47% hits; in the data active = inhibition above about 45%, passing the limit was not always enough; inconclusive = no clear call, values can overlap the other calls
Target sequence (P61088 whole entry, looked up): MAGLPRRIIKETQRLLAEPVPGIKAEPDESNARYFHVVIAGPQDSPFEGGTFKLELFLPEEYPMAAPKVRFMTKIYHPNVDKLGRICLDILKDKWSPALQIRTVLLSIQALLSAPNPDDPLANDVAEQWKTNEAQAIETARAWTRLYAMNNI
Jurkat NFkB inh: inhibitors of induced NF-kB luciferase reporter, primary screen, TCR NF-kB activation inhibitor project, cell-based, luminescence, uHTS | Jurkat, PMA/ionomycin-induced NF-kB luciferase reporter | inhibition, % at 4 µM | 330,000 compounds, 0.53% hits
697 NFkB inh: inhibitors of PMA/ionomycin-induced NF-kB reporter, 697 cells, primary screen, B-cell NF-kB inhibitor project, cell-based, luminescence, uHTS; 697 B-cell NF-kB luciferase reporter, 16 h; inhibition, % at 4 µM; 330,000 compounds, 0.33% hits; AID 435022, 2010; in the data active = inhibition above about 35%
HKDC1 inhibitor: HKDC1 hexokinase inhibitors, primary screen, biochemical, fluorescence, uHTS | recombinant HKDC1, G6PDH/diaphorase resazurin coupled fluorescence | inhibition, % at 20 µM | Q2TB90 | 340,000 compounds, 0.16% hits;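 active = inhibition above about 35% when tested at 20 µM, limit read from the data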;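 note: plate controls were DMSO wells with enzyme for no effect and DMSO wells lacking enzyme for full effect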
Target sequence (Q2TB90 whole entry, looked up): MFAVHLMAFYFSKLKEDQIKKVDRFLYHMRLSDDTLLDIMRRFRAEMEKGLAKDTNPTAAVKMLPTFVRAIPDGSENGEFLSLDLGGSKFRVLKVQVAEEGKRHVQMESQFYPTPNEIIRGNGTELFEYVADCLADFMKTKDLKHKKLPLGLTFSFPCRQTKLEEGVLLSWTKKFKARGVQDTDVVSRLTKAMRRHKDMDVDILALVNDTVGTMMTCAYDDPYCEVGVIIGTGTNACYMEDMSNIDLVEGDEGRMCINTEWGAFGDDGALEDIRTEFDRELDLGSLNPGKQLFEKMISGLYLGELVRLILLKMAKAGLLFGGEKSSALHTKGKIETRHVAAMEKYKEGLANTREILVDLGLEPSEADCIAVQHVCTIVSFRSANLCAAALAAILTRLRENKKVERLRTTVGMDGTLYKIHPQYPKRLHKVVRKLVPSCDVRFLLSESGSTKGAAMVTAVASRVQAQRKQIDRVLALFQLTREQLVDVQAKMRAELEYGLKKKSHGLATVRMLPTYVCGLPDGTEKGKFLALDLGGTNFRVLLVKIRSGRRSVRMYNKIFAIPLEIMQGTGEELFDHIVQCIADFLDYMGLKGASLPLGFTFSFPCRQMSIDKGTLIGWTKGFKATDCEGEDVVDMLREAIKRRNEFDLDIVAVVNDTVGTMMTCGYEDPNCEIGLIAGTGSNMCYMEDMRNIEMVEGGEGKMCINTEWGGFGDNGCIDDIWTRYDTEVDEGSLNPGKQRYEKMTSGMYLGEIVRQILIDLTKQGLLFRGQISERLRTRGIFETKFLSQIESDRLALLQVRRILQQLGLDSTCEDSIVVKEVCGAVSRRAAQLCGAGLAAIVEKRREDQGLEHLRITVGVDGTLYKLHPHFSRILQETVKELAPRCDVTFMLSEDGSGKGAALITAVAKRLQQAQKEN
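Test system: HK5 enzyme. Quantity: 5 µg/mL HK5 final. Reagent: glucose and ATP substrates. Schedule: 90 min reaction incubation at room temperature, dark. Technique: resazurin-to-resorufin fluorescence via G6PDH and diaphorase coupling, 525/613 nm. Control set: DMSO wells with and without enzyme mix.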
Gli-Sufu antag: Gli-Sufu pathway antagonists, primary screen, luciferase luminescence, Sufu-KO-LIGHT cells, uHTS; Sufu-KO-LIGHT fibroblasts, Gli luciferase reporter luminescence; inhibition, % at 5 µM; 340,000 compounds, 0.74% hits;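 active = inhibition above about 55%, limit read from the data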;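 note: 0% = DMSO-treated cells and 100% = wells with medium but no cells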
SENP8 block: SENP8 protease inhibitors, primary screen, biochemical, luminescence. 330,000 compounds, 1.2% hits. purified SENP8, Z-RLRGG-aminoluciferin cleavage. AID 2540, 2010. Sentrin-specific protease 8 (Homo sapiens), Q96LD8. inhibition, % at 10 µM
Apaf-1 inh: inhibitors of human Apaf-1 apoptosome, primary screen, biochemical, DEVD-Rh110 fluorescence, uHTS | 330,000 compounds, 0.71% hits | AID 489030, 2010 | reconstituted apoptosome caspase-3 activity | Apoptotic protease-activating factor 1 (Homo sapiens), O14727 | inhibition, % at 20 µM; active = inhibition of at least 40% at 20 µM;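 note: plate controls were DMSO wells for no effect and DEVD-CHO caspase inhibitor wells for full effect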
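Material: reconstituted apoptosome with Apaf-1, cytochrome c, caspase-9, procaspase-3, dATP / Buffer or medium: pH 7.5 Hepes buffer with CHAPS, BSA, DTT / Also added: cytochrome c with DEVD-Rh110 / Schedule: compound with Apaf-1, dATP, procaspase-3 30 min, then 50 min reaction, room temperature / Technique: rhodamine 110 fluorescence at Ex 480/Em 540 nm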
* hit, by the source's call. Cut-off read from the data, not from the text of the source, unless noted: active = inhibition above about 50%; inactive = the rest. This is a random part of the collection, and some 3.6% of all compounds hit somewhere here.

Cc1cc(C)nc(SC(C)C(=O)O)n1 (centres undefined) was read as SENP7 block 2, UBC13 polyUb 4, Jurkat NFkB inh 18, 697 NFkB inh 6, HKDC1 inhibitor 5, Gli-Sufu antag 0, SENP8 block -1 and Apaf-1 inh -21.
C=CCNC(=O)C12CCC(C)(C(=O)[C@H]1Br)C2(C)C (some centres undefined) was read as SENP7 block -3, UBC13 polyUb 1, Jurkat NFkB inh 5, 697 NFkB inh 13, HKDC1 inhibitor -5, Gli-Sufu antag -3, SENP8 block -15 and Apaf-1 inh -15.
Screening CC(C)N(C(=O)Cn1cnc2c(cnn2-c2ccccc2Cl)c1=O)C(C)C returned SENP7 block -10, UBC13 polyUb -15, Jurkat NFkB inh -1, 697 NFkB inh -5, HKDC1 inhibitor 4, Gli-Sufu antag -2, SENP8 block -8 and Apaf-1 inh -16.
For O=C(NCCc1ccccn1)c1nc(Cn2cc(Br)cn2)no1 the results were SENP7 block -6, UBC13 polyUb -10, Jurkat NFkB inh -12, 697 NFkB inh 7, HKDC1 inhibitor -6, Gli-Sufu antag 4, SENP8 block -5 and Apaf-1 inh -12.
COc1ccc(C2CC(c3cccs3)=NN2C(=O)COC(=O)C2CCCCC2)cc1OC (centres undefined) was read as SENP7 block -5, UBC13 polyUb 0, Jurkat NFkB inh 4, 697 NFkB inh -13, HKDC1 inhibitor -3, Gli-Sufu antag -4, SENP8 block -12 and Apaf-1 inh 22.
For CC1N(O)C(c2ccc(Cl)cc2Cl)N(O)C1(C)C (centres undefined) the results were SENP7 block -3, UBC13 polyUb 7, Jurkat NFkB inh 4, 697 NFkB inh 0, HKDC1 inhibitor 3, Gli-Sufu antag -3, SENP8 block 0 and Apaf-1 inh -5.
O=C(CN1C(=O)c2ccc(Br)cc2C1=O)NCC1CCCO1 (centres undefined) was read as SENP7 block -12, UBC13 polyUb -3, Jurkat NFkB inh -22, 697 NFkB inh -33, HKDC1 inhibitor -6, Gli-Sufu antag -1, SENP8 block -4 and Apaf-1 inh 8.
Screening Cc1ccc(-c2noc(CCCC(=O)NCC3CCCO3)n2)cc1 (centres undefined) returned SENP7 block 5, UBC13 polyUb 1, Jurkat NFkB inh 6, 697 NFkB inh 21, HKDC1 inhibitor -3, Gli-Sufu antag 56*, SENP8 block 2 and Apaf-1 inh 5.
For Cc1ccccc1Cn1cnc2c([N+](=O)[O-])c(C)c(C)cc21 the results were SENP7 block 10, UBC13 polyUb 11, Jurkat NFkB inh 4, 697 NFkB inh 2, HKDC1 inhibitor 11, Gli-Sufu antag -16, SENP8 block 7 and Apaf-1 inh 7.
`O=C(NN1C(=O)c2ccccc2C1=O)C1CC2CCC1C2` (centres undefined) gave SENP7 block -4, UBC13 polyUb -10, Jurkat NFkB inh -4, 697 NFkB inh -1, HKDC1 inhibitor -1, Gli-Sufu antag -7, SENP8 block -8 and Apaf-1 inh 11.
`O=C(COc1ccccc1)Nc1ccccc1C(=O)NC1CC1` gave SENP7 block 10, UBC13 polyUb 6, Jurkat NFkB inh 4, 697 NFkB inh -1, HKDC1 inhibitor -4, Gli-Sufu antag 1, SENP8 block -13 and Apaf-1 inh 16.
Screening O=S(=O)(Nc1cc(Cl)ccc1-n1cncn1)c1ccc(F)cc1 returned SENP7 block -5, UBC13 polyUb -16, Jurkat NFkB inh 5, 697 NFkB inh -2, HKDC1 inhibitor -3, Gli-Sufu antag 16, SENP8 block -1 and Apaf-1 inh 0.
`CCC(Oc1ccccc1)C(=O)NCCCN1CCOCC1` (centres undefined) gave SENP7 block 11, UBC13 polyUb 1, Jurkat NFkB inh 4, 697 NFkB inh -1, HKDC1 inhibitor -6, Gli-Sufu antag 6, SENP8 block -4 and Apaf-1 inh -2.
`CCOC(=O)c1cc(S(=O)(=O)N2CCc3ccccc32)cn1C` gave SENP7 block -5, UBC13 polyUb 10, Jurkat NFkB inh 9, 697 NFkB inh -5, HKDC1 inhibitor -2, Gli-Sufu antag 7, SENP8 block -7 and Apaf-1 inh -6.
`Cc1cc(-c2ccccc2)nc(N/N=C/c2ccc(O)cc2O)n1` gave SENP7 block -24, UBC13 polyUb -23, Jurkat NFkB inh 6, 697 NFkB inh 0, HKDC1 inhibitor -5, Gli-Sufu antag 6, SENP8 block -18 and Apaf-1 inh 7.
For CCN(C(=O)CSc1nnc(Cc2ccccc2F)n1N)C1CCS(=O)(=O)C1 (centres undefined) the results were SENP7 block -4, UBC13 polyUb 3, Jurkat NFkB inh -8, 697 NFkB inh 0, HKDC1 inhibitor -6, Gli-Sufu antag 0, SENP8 block -3 and Apaf-1 inh -5.
`O=C(c1ccco1)N1CCN(S(=O)(=O)c2ccc3c(c2)CCN3C(=O)C2CCC2)CC1` gave SENP7 block -3, UBC13 polyUb -6, Jurkat NFkB inh -6, 697 NFkB inh -23, HKDC1 inhibitor 2, Gli-Sufu antag 11, SENP8 block -6 and Apaf-1 inh 14.
`CCCNC(=O)[C@H]1N2C(=O)c3c(ccc(OC)c3OC)C2SC1(C)C` (some centres undefined) gave SENP7 block -2, UBC13 polyUb 4, Jurkat NFkB inh -5, 697 NFkB inh 11, HKDC1 inhibitor -4, Gli-Sufu antag 5, SENP8 block 7 and Apaf-1 inh -5.
For Brc1ccc2ncnc(NCc3ccco3)c2c1 the results were SENP7 block 5, UBC13 polyUb inconclusive, Jurkat NFkB inh -4, 697 NFkB inh -29, HKDC1 inhibitor 4, Gli-Sufu antag 11, SENP8 block -2 and Apaf-1 inh 11.
For CS(=O)(=O)N1CCCC(C(=O)NCCCN2CCC(Cc3ccccc3)CC2)C1 (centres undefined) the results were SENP7 block 5, UBC13 polyUb -7, Jurkat NFkB inh 15, 697 NFkB inh -4, HKDC1 inhibitor -7, Gli-Sufu antag 21, SENP8 block 7 and Apaf-1 inh -1.
CCOC(=O)N1CCN(C(=O)c2cccn3c(=O)c4cc(Cl)ccc4nc23)CC1 was read as SENP7 block 0, UBC13 polyUb 8, Jurkat NFkB inh -15, 697 NFkB inh 4, HKDC1 inhibitor -7, Gli-Sufu antag 8, SENP8 block -4 and Apaf-1 inh 5.
For COc1ccccc1NS(=O)(=O)c1ccc(C)c(C(=O)NCC2(N(C)C)CCCCC2)c1 the results were SENP7 block -7, UBC13 polyUb 2, Jurkat NFkB inh -8, 697 NFkB inh 0, HKDC1 inhibitor -1, Gli-Sufu antag -1, SENP8 block -7 and Apaf-1 inh -3.
CCCN(CCC)C(=O)Cn1c2ccccc2c2nc(=O)cc(C)n21 was read as SENP7 block -5, UBC13 polyUb 0, Jurkat NFkB inh -1, 697 NFkB inh 18, HKDC1 inhibitor -6, Gli-Sufu antag 1, SENP8 block 2 and Apaf-1 inh -9.
For CC(Oc1ccc(F)cc1)C(=O)Nc1cccc(-c2nn[nH]n2)c1 (centres undefined) the results were SENP7 block -2, UBC13 polyUb 0, Jurkat NFkB inh 9, 697 NFkB inh 5, HKDC1 inhibitor -2, Gli-Sufu antag 0, SENP8 block 0 and Apaf-1 inh -6.
Screening CC(=O)Nc1ncc(Cc2ccc(Cl)cc2Cl)s1 returned SENP7 block 6, UBC13 polyUb -2, Jurkat NFkB inh -5, 697 NFkB inh 17, HKDC1 inhibitor -5, Gli-Sufu antag 1, SENP8 block 0 and Apaf-1 inh -7.
`N#Cc1sc2nc3c(c(-c4ccco4)c2c1N)CCCC3` gave SENP7 block 1, UBC13 polyUb 8, Jurkat NFkB inh 6, 697 NFkB inh -24, HKDC1 inhibitor 4, Gli-Sufu antag -2, SENP8 block 4 and Apaf-1 inh 28.
Screening C=C(C)C(=O)Nc1cccnc1Oc1ccc(F)cc1 returned SENP7 block 8, UBC13 polyUb 8, Jurkat NFkB inh 15, 697 NFkB inh 13, HKDC1 inhibitor -2, Gli-Sufu antag 5, SENP8 block -1 and Apaf-1 inh -11.
`CCN1CCN(Cc2ccc(NC(=O)c3ccc(C)c(NC(=O)c4cc(-c5ccc(Br)cc5)n[nH]4)c3)cc2C(F)(F)F)CC1` gave SENP7 block -1, UBC13 polyUb 72*, Jurkat NFkB inh 5, 697 NFkB inh -4, HKDC1 inhibitor -2, Gli-Sufu antag 34, SENP8 block -14 and Apaf-1 inh 45*.
`Cc1ccc(CSc2nc3ccccc3c(=O)[nH]2)cc1` gave SENP7 block -3, UBC13 polyUb 9, Jurkat NFkB inh -4, 697 NFkB inh -6, HKDC1 inhibitor -1, Gli-Sufu antag -17, SENP8 block -16 and Apaf-1 inh -3.
CCc1nc(SCC(=O)NNC(=O)C(C)C)c2ccccc2n1 was read as SENP7 block -1, UBC13 polyUb 2, Jurkat NFkB inh 5, 697 NFkB inh 0, HKDC1 inhibitor -11, Gli-Sufu antag -5, SENP8 block -9 and Apaf-1 inh -15.
CC(NC(=O)COc1ncnc2cc([N+](=O)[O-])ccc12)c1ccccc1 (centres undefined) was read as SENP7 block 0, UBC13 polyUb -14, Jurkat NFkB inh 3, 697 NFkB inh -1, HKDC1 inhibitor 0, Gli-Sufu antag -1, SENP8 block -2 and Apaf-1 inh 2.
Screening CC(NC(=O)CC1CCCCC1)c1ccccc1 (centres undefined) returned SENP7 block -14, UBC13 polyUb 4, Jurkat NFkB inh -24, 697 NFkB inh -2, HKDC1 inhibitor 7, Gli-Sufu antag -4, SENP8 block -24 and Apaf-1 inh -109.
Screening COc1cc2c(cc1NC(=O)CN1CCN(S(=O)(=O)c3ccccc3F)CC1)oc1ccccc12 returned SENP7 block -4, UBC13 polyUb -2, Jurkat NFkB inh 4, 697 NFkB inh -8, HKDC1 inhibitor -1, Gli-Sufu antag 12, SENP8 block -7 and Apaf-1 inh 15.
For O=C(CSc1nnc(-c2ccc(O)cc2)o1)N1CCOCC1 the results were SENP7 block -4, UBC13 polyUb -4, Jurkat NFkB inh -26, 697 NFkB inh -44, HKDC1 inhibitor -4, Gli-Sufu antag -9, SENP8 block -11 and Apaf-1 inh 3.
For CCN(CC)C(=O)C1CCCN(Cc2cccc(Oc3ccccc3)c2)C1 (centres undefined) the results were SENP7 block 6, UBC13 polyUb 4, Jurkat NFkB inh 9, 697 NFkB inh 10, HKDC1 inhibitor -4, Gli-Sufu antag 6, SENP8 block 6 and Apaf-1 inh -6.

Sorted by length of the SMILES (falling): 4 of the compounds above.
CC(NC(=O)COc1ncnc2cc([N+](=O)[O-])ccc12)c1ccccc1 (centres undefined) was read as SENP7 block 0, UBC13 polyUb -14, Jurkat NFkB inh 3, 697 NFkB inh -1, HKDC1 inhibitor 0, Gli-Sufu antag -1, SENP8 block -2 and Apaf-1 inh 2.
For CCN(CC)C(=O)C1CCCN(Cc2cccc(Oc3ccccc3)c2)C1 (centres undefined) the results were SENP7 block 6, UBC13 polyUb 4, Jurkat NFkB inh 9, 697 NFkB inh 10, HKDC1 inhibitor -4, Gli-Sufu antag 6, SENP8 block 6 and Apaf-1 inh -6.
For O=C(CSc1nnc(-c2ccc(O)cc2)o1)N1CCOCC1 the results were SENP7 block -4, UBC13 polyUb -4, Jurkat NFkB inh -26, 697 NFkB inh -44, HKDC1 inhibitor -4, Gli-Sufu antag -9, SENP8 block -11 and Apaf-1 inh 3.
`Cc1ccc(CSc2nc3ccccc3c(=O)[nH]2)cc1` gave SENP7 block -3, UBC13 polyUb 9, Jurkat NFkB inh -4, 697 NFkB inh -6, HKDC1 inhibitor -1, Gli-Sufu antag -17, SENP8 block -16 and Apaf-1 inh -3.

Compound activity (PubChem BioAssay)
